Compound activity as filed in PubChem.
Siah-1 displacement: Siah-1 peptide-binding antagonists, primary screen, biochemical, fluorescence polarization, rhodamine-plectin, uHTS (AID 1817). Siah-1 / rhodamine-plectin peptide fluorescence polarization; higher % means a stronger effect. displacement, % at 20 µM; hits with a dose series show IC50 in µM. 290,000 compounds, 0.02% hits;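 active = displacement of at least 50% at 20 µM, with a fluorescence ratio check between 0.3 and a set limit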;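 note: plate controls were Siah plus tracer with DMSO for no effect and tracer alone without Siah for full effect; strong numbers were not always called active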
P. falciparum M17LAP: P. falciparum M17LAP inhibitors, primary screen, biochemical, fluorogenic H-Leu-NHMec substrate, 1536-well (AID 1619); 220,000 compounds, 0.38% hits; inhibition, % at 30 µM; hits with a dose series show IC50 in µM; recombinant M17LAP, H-Leu-NHMec fluorogenic kinetic assay; higher % means a stronger effect;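 active = compound inhibiting the enzyme by more than half at any dose during confirmatory dose-response retesting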;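 note: plate controls were full reaction with DMSO carrier for no effect and no enzyme background for full effect; strong numbers were not always called active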
LYP inhibition: inhibitors of LYP phosphatase, biochemical, fluorescence intensity, uHTS (AID 1779); recombinant LYP phosphatase, fluorescence intensity; higher % means a stronger effect; one-dose inhibition, % at 11.5 µM; IC50 in µM for titrated hits; 290,000 compounds, 0.054% hits;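 note: plate controls were vehicle with enzyme for no effect and no enzyme for full effect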
XIAP displacement: XIAP antagonists, biochemical, IAP family, fluorescence polarization (AID 1018); displacement, % at 20 µM; hits with a dose series show IC50 in µM; XIAP BIR domain, fluorescence polarization peptide displacement; higher % means a stronger effect; 200,000 compounds, 0.007% hits; in the data active = displacement above about 50%; note: a part of the inactive calls stands beside numbers as strong as those of hits
NOD2 inhibition: inhibition of NOD2-driven NF-kB reporter – cell-based, luminescence, uHTS, HEK293 (AID 1566). HEK293 NOD2/NF-kB luciferase reporter, luminescence; higher % means a stronger effect. one-dose inhibition, % at 4 µM; EC50 in µM for titrated hits. 290,000 compounds, 0.63% hits; note: many of its hits are not listed in these tables
AID2073: inhibitors of Mint1-CaV2.2 protein interaction, biochemical, HTRF (AID 2073); HTRF protein-protein interaction, Mint1-CaV2.2; higher % means a stronger effect; 290,000 compounds, 0.19% hits; inhibition, % at 20 µM; hits with a dose series show IC50 in µM; in the data active = inhibition mostly above about 51%, no sharp cut-off; note: some results filed as inactive read as strong as hits
Lipid droplet: modulators of hepatic lipid droplet formation | AML12 mouse hepatocytes, oleate lipid droplets, BODIPY imaging | inhibition, % at 6.5 µM | 240,000 compounds, 0.4% hits;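 active = lipid droplet intensity inhibited by at least 50%, with more than 500 cells counted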
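Assay system: AML12 hepatocytes (mouse); Probe or stimulus: oleic acid at 100 µM to induce lipid droplet formation; Dosing: compound at 6.5 µM only; Schedule: compound with oleate, overnight; Detection: fluorescence imaging, 20x objective, two fields per well; Measure: % inhibition of lipid droplet signal.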
ER stress rescue: protection against thapsigargin-triggered cell killing – 384-well, CSM14.1, ATP luminescence, primary screen (AID 1222); CSM14.1 thapsigargin-induced death rescue, ATP luminescence; higher % means a stronger effect; 190,000 tested, under 10 active; cellular ATP content (survival), % at 20 µM; hits with a dose series show EC50 in µM;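 active = EC50 below 50 µM in the dose-response confirmation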;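 note: death triggered by thapsigargin at about 15 µM added after 2 h compound pretreatment; cell ATP read after overnight thapsigargin exposure of roughly 18 to 22 hours; normalized against plate controls of thapsigargin alone and 5% DMSO vehicle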
M1AAP inhibition: P. falciparum M1AAP inhibitors, biochemical, fluorogenic H-Leu-NHMec substrate, 1536-well (AID 1445); 220,000 compounds, 0.42% hits; recombinant M1AAP, H-Leu-NHMec fluorogenic kinetic assay; higher % means a stronger effect; one-dose inhibition, % at 30 µM; IC50 in µM for titrated hits;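 active = primary inhibition above the hit cutoff, then over 50% inhibition at one or more dose response concentrations, cut at about 23% in these data, passing the limit was not always enough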;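 note: plate controls were DMSO full reaction for no effect and no enzyme background for full effect; strong numbers were not always called active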
Lipid droplet cells 6.5 µM: also measured in Lipid droplet; calls as there; cell count; measured here: cell count, cytotoxicity flag;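 cells counted across two imaged fields per well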
Active calls of the source: *; / = no result given. Cut-off read from the data, not from the text of the source, unless noted: active = inhibition above about 50%; inactive = the rest. Not all compounds are listed. The share of hits here may be higher or lower than overall.

cpd	canonical_smiles	Siah-1 displacement	P. falciparum M17LAP	LYP inhibition	XIAP displacement	NOD2 inhibition	AID2073	Lipid droplet	Lipid droplet cells 6.5 µM	ER stress rescue	M1AAP inhibition
1	CCc1ccccc1NC(=O)Cn1c(=O)n(-c2ccc(CC(=O)NCC3CCCO3)cc2)c(=O)c2ccccc21 (stereo not drawn)	2%	9%	-3%	-14%	13%	-2%	-12	706	-0.8%	2%
2	COc1cc(/C=N/NC(=O)c2ccc3c(c2)OCCO3)c(Br)c(Br)c1O	-5%	/	-7%	/	2%	4%	-8	675	/	/
3	Cc1cccc2nc(CSc3nnnn3-c3ccccc3)cn12	-1%	1%	-11%	-4.5%	20%	0%	/	/	0.9%	-1%
4	O=C(/C=C/c1ccc(Br)cc1)c1ccc(NC(=O)c2ccco2)cc1	3%	-12%	4%	-7.7%	-44%	45%	-1	674	1.1%	3%
5	CC(=O)N1CCN(C2c3cccc4cccc(c34)C2NS(=O)(=O)c2ccccc2)CC1 (stereo not drawn)	0%	2%	-5%	-1.4%	-2%	-5%	-9	717	0.7%	-3%
6	Cc1oc(-c2ccccc2Cl)nc1CSCC(=O)O	-2%	12%	-6%	-1.4%	4%	48%	/	/	-0.1%	4%
7	CC(=O)c1cc2c(cc1NC(=O)c1cc(C)nn1-c1ccccc1)OCO2	-3%	1%	-10%	-6.5%	3%	13%	-1	780	-5.6%	-3%
8	Cn1c(=O)c2c(ncn2CC(=O)Nc2ccccc2N2CCOCC2)n(C)c1=O	2%	-7%	-6%	-3.2%	-10%	7%	-3	658	-1.5%	2%
9	COCc1nc(-c2ccc(-c3ccccc3)nc2OC)no1	0%	-3%	-6%	-5.4%	4%	-1%	5	743	2.7%	2%
10	O=C(O)c1cccc(S(=O)(=O)Nc2cccc(S(=O)(=O)N3CCCCCC3)c2)c1	2%	28%	4%	-5.3%	10%	2%	-1	703	-1.5%	6%
11	Cc1cc(C)n(CCC(=O)Nc2cccc(F)c2)n1	-6%	-4%	-2%	-7.6%	8%	-8%	-6	730	-1.1%	7%
12	COc1ccc(CCNC(=O)C2CCN(Cc3nc(-c4cccc(Cl)c4)oc3C)CC2)cc1OC	-1%	6%	-8%	-5.5%	13%	-8%	-4	678	-2.4%	7%
13	COc1ccc(-n2c(=O)[nH]cc(C(=O)Nc3ccc4c(c3)OCO4)c2=O)cc1OC	6%	/	-4%	/	-17%	-2%	-3	781	/	/
14	CC(=O)/C(C#N)=C1\NC(=O)C(Cc2ccccc2)S1 (stereo not drawn)	7%	54%	-2%	-2.6%	-19%	9%	5	767	3.1%	3%
15	COCCOC(=O)/C(C#N)=C/c1cn(Cc2ccccc2)nc1-c1cccnc1	0%	1%	0%	-3.5%	16%	-4%	-2	740	0.8%	1%
16	O=C1c2ccccc2CC1(Cc1ccccc1)Cc1ccccc1	0%	8%	2%	-4.4%	-11%	4%	3	702	9.1%	-4%
17	O=C(CCc1nnc2ccc(N3CCC4(CC3)OCCO4)nn12)Nc1cc(F)ccc1F	14%	/	-3%	/	21%	21%	-1	687	/	/
18	COC(=O)CN1C(=S)N(c2ccc(Cl)cc2)C(=O)C1CC(=O)Nc1ccc(Cl)cc1 (stereo not drawn)	2%	27%	6%	-3.0%	-22%	-13%	-3	751	-3.3%	8%
19	O=C(c1cc(Br)c(Br)s1)N1CCN(c2ccccn2)CC1	-5%	/	-4%	/	24%	0%	-11	683	/	/
20	Cc1ccc(NC(=O)N2CCC(C(N)=O)CC2)cc1	3%	3%	-5%	-5.8%	5%	-12%	-20	516	5.5%	-1%

Going on with the list.
cpd	canonical_smiles	Siah-1 displacement	P. falciparum M17LAP	LYP inhibition	XIAP displacement	NOD2 inhibition	AID2073	Lipid droplet	Lipid droplet cells 6.5 µM	ER stress rescue	M1AAP inhibition
21	O=C1NC(=Nc2ccc(Cl)cc2)SC1Cc1cc(Cl)ccc1Cl (stereo not drawn)	43%	3%	4%	-5.5%	17%	0%	0	611	-3.3%	4%
22	CCCn1c(=O)c2ccccc2n2c(SCC(=O)c3ccccc3)nnc12	0%	5%	-11%	-2.9%	-3%	-8%	-4	798	-0.6%	-1%
23	CC1CCN(CCOCCOc2ccc(Cl)cc2Br)CC1	3%	14%	-4%	-4.7%	5%	8%	/	/	-1.8%	-5%
24	CCc1nc2c(cnn2-c2ccc(F)cc2)c(=O)n1-c1ccc(N2CCC(C)CC2)cc1	1%	1%	5%	-2.8%	19%	12%	/	/	5.7%	4%
25	COc1ccc(NC(=O)N2CCC(C(=O)c3ccc(F)cc3)CC2)cc1	4%	-4%	-3%	-2.2%	6%	-2%	/	/	-0.4%	3%
26	COc1cccc(C2/C(=C(\O)c3ccc4c(c3)OCCO4)C(=O)C(=O)N2c2nnc(C)s2)c1 (stereo not drawn)	3%	/	-8%	/	0%	12%	-1	648	/	/
27	CCCCSc1nnc(CSc2ncccn2)n1C	-2%	20%	-6%	-6.6%	11%	46%	-2	725	-0.8%	3%
28	CCn1nnc(NC(=O)COc2cc(C)ccc2C(C)C)n1	-1%	22%	-5%	-3.4%	7%	10%	6	717	-2.8%	15%
29	N#CC1=C(N)N=C(SCc2ccccc2)C(C(N)=O)C12CCCCC2 (stereo not drawn)	2%	8%	-3%	-6.5%	-4%	3%	-1	564	-0.7%	3%
30	O=C(CCCC(=O)c1ccccc1)Nc1ccc(F)cc1	11%	/	-5%	/	-10%	40%	-1	746	/	/
31	Cc1ccc2[nH]c(C(=O)N3CCN(c4cccc(Cl)c4)CC3)cc2c1	-2%	/	-3%	/	19%	19%	2	860	/	/
32	COc1ccc(C(=O)n2nc(C)cc2C)cc1Br	-3%	-7%	-4%	-18%	-3%	1%	6	786	-0.9%	3%
33	COc1ccc(NC(=O)CN(C)C(=O)c2ccc(=O)[nH]c2)cc1	-4%	/	-10%	/	-10%	2%	10	753	/	/
34	CCOC(=O)c1cccc(Nc2ncnc3ccccc23)c1	6%	9%	-6%	-3.6%	22%	7%	2	755	1.3%	6%
35	CSc1cccc(NC(=O)CCC(=O)O)c1	-1%	10%	5%	-3.9%	-14%	43%	10	664	-0.4%	6%
36	N#C/C(=C\N1CCOCC1)C(N)=O	4%	15%	-5%	/	-2%	-2%	-12	764	/	4%
37	Cc1cc(C)cc(NC(=O)[C@H](Cc2c[nH]c3ccccc23)NC(=O)[C@@H]2Cc3ccccc3CN2)c1	2%	/	-12%	/	1%	11%	-1	823	/	/
38	CCCNC(=O)CCc1c(C)nc2c(c(C)nn2-c2ccccc2)c1C	4%	/	-11%	/	21%	22%	4	674	/	/
39	CC1CCCN(c2ccc(C(=O)NCC3CCCO3)cn2)C1 (stereo not drawn)	6%	6%	-2%	-6.2%	-23%	-4%	-4	542	-1.0%	5%
40	CN(C)c1ccc(NC(=O)CSc2nnc(C3CCCCC3)n2N)cc1	-1%	/	-6%	/	17%	-15%	4	786	/	/

Part of the list above, screen by screen:
5. CC(=O)N1CCN(C2c3cccc4cccc(c34)C2NS(=O)(=O)c2ccccc2)CC1 (stereo not drawn)
13. COc1ccc(-n2c(=O)[nH]cc(C(=O)Nc3ccc4c(c3)OCO4)c2=O)cc1OC
20. Cc1ccc(NC(=O)N2CCC(C(N)=O)CC2)cc1
14. CC(=O)/C(C#N)=C1\NC(=O)C(Cc2ccccc2)S1 (stereo not drawn)
15. COCCOC(=O)/C(C#N)=C/c1cn(Cc2ccccc2)nc1-c1cccnc1

| Assay by compound | 5 | 13 | 20 | 14 | 15 |
| --- | --- | --- | --- | --- | --- |
| Siah-1 displacement | 0% | 6% | 3% | 7% | 0% |
| P. falciparum M17LAP | 2% | / | 3% | 54% | 1% |
| LYP inhibition | -5% | -4% | -5% | -2% | 0% |
| XIAP displacement | -1.4% | / | -5.8% | -2.6% | -3.5% |
| NOD2 inhibition | -2% | -17% | 5% | -19% | 16% |
| AID2073 | -5% | -2% | -12% | 9% | -4% |
| Lipid droplet | -9 | -3 | -20 | 5 | -2 |
| Lipid droplet cells 6.5 µM | 717 | 781 | 516 | 767 | 740 |
| ER stress rescue | 0.7% | / | 5.5% | 3.1% | 0.8% |
| M1AAP inhibition | -3% | / | -1% | 3% | 1% |

Later entries.
cpd	canonical_smiles	Siah-1 displacement	P. falciparum M17LAP	LYP inhibition	XIAP displacement	NOD2 inhibition	AID2073	Lipid droplet	Lipid droplet cells 6.5 µM	ER stress rescue	M1AAP inhibition
41	Cn1cc(CN2CCCC(CO)(Cc3cccc(Cl)c3)C2)cn1 (stereo not drawn)	9%	-3%	-8%	-4.8%	-1%	7%	-29	705	0.8%	0%
42	O=C(NCc1cccnc1)c1cccc(C(F)(F)F)c1	0%	-3%	-8%	-6.6%	10%	0%	7	623	0.0%	7%
43	O=C(COC(=O)c1cn(-c2ccccc2)nc1-c1cccs1)NC1CC1	5%	6%	-2%	-2.3%	20%	1%	/	/	-1.1%	6%
44	COc1cccc(C(=O)NCC(=O)N/N=C(\C)Cc2ccccc2)c1	0%	/	-3%	/	4%	10%	15	753	/	/
45	O=C(CNS(=O)(=O)c1ccc(Br)cc1)NCc1cccnc1	10%	/	-7%	/	-15%	-10%	4	617	/	/
46	O=C(CNC(=O)N1CC(=O)Nc2ccccc21)Nc1ccccc1	-3%	/	-5%	/	10%	-6%	4	649	/	/
47	CC(NC(=O)CCc1c[nH]c2ccccc12)c1ccccc1 (stereo not drawn)	-4%	/	-8%	/	5%	40%	-22	784	/	/
48	COc1ccc(C(=O)NCCNc2ccc([N+](=O)[O-])cc2)cc1	1%	4%	6%	-4.1%	-7%	-9%	-12	708	1.7%	8%
49	NC(=O)c1ccc(NC(=O)c2ccc3c(c2)CCN3S(=O)(=O)c2ccccc2)cc1	6%	/	-8%	/	30%	12%	-4	704	/	/
50	COC(=O)C1(C)CC1(c1ccccc1)c1ccccc1 (stereo not drawn)	-1%	/	-6%	/	-11%	10%	-11	400	/	/

As entered above.
For XIAP displacement, O=C(COC(=O)c1cn(-c2ccccc2)nc1-c1cccs1)NC1CC1 has the entry -2.3%
For Lipid droplet cells 6.5 µM, O=C(CNC(=O)N1CC(=O)Nc2ccccc21)Nc1ccccc1 has the entry 649
